HIV peptide binding = inhibitors of HIV fusion peptide binding, primary screen, biochemical, uHTS, fluorescence dequenching (AID 1986); cell-free peptide binding, fluorescence dequenching, 30 min; higher % means a stronger effect; one-dose inhibition, % at 20 µM; IC50 in µM for titrated hits; 0.3% of 290,000 active; in the data active = inhibition mostly above about 52%, no sharp cut-off; inactive = mostly below about 76%; also: some results filed as inactive read as strong as hits
AID2073 = disruptors of CaV2.2 binding to Mint1 – biochemical, HTRF (AID 2073) | HTRF protein-protein interaction, Mint1-CaV2.2; higher % means a stronger effect | inhibition, % at 20 µM; hits with a dose series show IC50 in µM | 0.19% of 290,000 active; in the data active = inhibition mostly above about 51%, no sharp cut-off; inconclusive = no clear call, values can overlap the other calls; inactive = mostly below about 53%; also: some results filed as inactive read as strong as hits
Dengue-2 NS5 capping = Dengue-2 NS5 methyltransferase inhibitors, primary screen, biochemical, confirmation dose response (AID 588689). Dengue-2 NS5 methyltransferase capping enzyme assay, biochemical; higher % means a stronger effect. inhibition, % at 25 µM, or IC50 in µM where a hit was titrated. 0.3% of 340,000 active; in the data active = a potency from the dose series; inconclusive = inhibition above about 29% without an active follow-up result
NTR1 ag = agonists of NTR1, primary screen, imaging, U2OS cells, beta-arrestin-GFP, high content (AID 493036); P30989; NTR1-U2OS beta-arrestin-GFP spot imaging, agonist mode; activation, % at 20 µM; 0.17% of 330,000 active;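 active = activation at or above 40% of the spot to cytoplasm intensity ratio, with at least 20 cells analyzed; inconclusive = wells under 20 cells, flagged as cytotoxic or low count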;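 also: 0% = DMSO without peptide and 100% = 100 nM NTR1 peptide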
Target sequence (P30989 whole entry, looked up): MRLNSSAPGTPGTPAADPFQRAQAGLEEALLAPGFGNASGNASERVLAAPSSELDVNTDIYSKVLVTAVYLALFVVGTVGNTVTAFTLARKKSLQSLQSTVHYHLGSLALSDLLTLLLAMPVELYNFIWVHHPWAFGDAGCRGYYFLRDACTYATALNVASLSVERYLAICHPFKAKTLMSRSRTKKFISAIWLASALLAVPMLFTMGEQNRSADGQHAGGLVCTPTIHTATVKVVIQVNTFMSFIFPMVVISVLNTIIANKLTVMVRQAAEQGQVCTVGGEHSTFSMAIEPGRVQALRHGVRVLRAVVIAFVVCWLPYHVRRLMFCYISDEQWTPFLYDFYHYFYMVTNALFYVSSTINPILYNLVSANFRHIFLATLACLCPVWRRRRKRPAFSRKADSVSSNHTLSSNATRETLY
Siah-1 displacement = Siah-1 peptide-binding antagonists, primary screen, biochemical, fluorescence polarization, rhodamine-plectin, uHTS (AID 1817); Siah-1 / rhodamine-plectin peptide fluorescence polarization; higher % means a stronger effect; one-dose displacement, % at 20 µM; IC50 in µM for titrated hits; 0.02% of 290,000 active;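 active = displacement of at least 50% at 20 µM, with a fluorescence ratio check between 0.3 and a set limit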;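 also: plate controls were Siah plus tracer with DMSO for no effect and tracer alone without Siah for full effect; strong numbers were not always called active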
GPR55 beta-arrestin = selective activators of receptor GPR55 – imaging, U2OS cells, beta-arrestin-GFP redistribution, primary screen (AID 1961). U2OS GPR55 beta-arrestin-GFP redistribution imaging; higher % means a stronger effect. activation, % at 10 µM, or EC50 in µM where a hit was titrated. 0.048% of 290,000 active;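 active = activation above 40% with more than 50 cells counted in the well; inconclusive = wells holding fewer than 50 cells, flagged as toxic or sparse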;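 also: U2OS osteosarcoma cells stably expressing GPR55 and beta-arrestin-GFP; plate controls were DMSO negative control for no effect and LPI positive control for full effect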
K1F lysis inhibition = protection from phage-mediated lysis, alamar blue read-out – E. coli UTI89, K1F phage, bacterial capsule biogenesis inhibitors (AID 488966) | 0.02% of 340,000 active | E. coli UTI89 K1F phage lysis, alamar blue, 2 h; higher % means a stronger effect | one-dose inhibition, % at 100 µM; IC50 in µM for titrated hits;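 active = phage lysis inhibition, versus mean bacterial control, above a set limit; inconclusive = no clear call, values can overlap the other calls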;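 also: capsule biogenesis inhibitors block K1F phage lysis so surviving cells raise fluorescence; higher fluorescence means more inhibition of phage lysis; actives were called in the ten point dose series up to 300 µM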
GPR55 antagonists = GPR55 antagonists blocking LPI-driven arrestin recruitment, primary screen, imaging, U2OS, beta-arrestin-GFP, LPI agonist (AID 2013). inhibition, % at 10 µM, or IC50 in µM where a hit was titrated. 0.13% of 290,000 active. U2OS GPR55 beta-arrestin-GFP translocation imaging, LPI antagonism; higher % means a stronger effect;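 active = spots per cell inhibited over 60%, with over 100 cells counted and total cytoplasm intensity under 500,000; inconclusive = wells with under 100 cells, flagged as likely toxic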;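 also: U2OS cells stably carrying GPR55 and arrestin-GFP stimulated by 5 µM LPI near EC80; imaged beta-arrestin-GFP aggregate spots per cell after agonist stimulation; plate controls were LPI-stimulated DMSO wells for no effect and DMSO wells without LPI for full effect; some results filed as inactive read as strong as hits; confirmed hits need IC50 under 10 µM and bright autofluorescent wells are also inconclusive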
GPR35 arrestin U2OS = inhibition of zaprinast-stimulated GPR35 beta-arrestin translocation – imaging, U2OS, beta-arrestin-GFP, zaprinast agonist, primary screen (AID 2058). U2OS GPR35 beta-arrestin-GFP translocation imaging, zaprinast antagonism; higher % means a stronger effect. one-dose inhibition, % at 10 µM; IC50 in µM for titrated hits. 0.052% of 290,000 active;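 active = inhibition of at least 50% with at least 30 cells and total cytoplasm GFP at most 10,000,000; inconclusive = under 30 cells or total GFP of 10,000,000 plus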
NTR1 ag cell count 20 µM = also measured in NTR1 ag; calls as there; cell count; measured here: cell count, cytotoxicity flag
Dengue-2 NS5 capping pilot replicate = also measured in Dengue-2 NS5 capping; calls as there; inhibition, %; measured here: pilot screen replicate inhibition
Active calls of the source: *; ? = inconclusive; / = no result given; [ ] = dose if it differs, or a comment. Rows were taken by chance; about 1.2% have a hit in one of these screens.

SMILES | HIV peptide binding | AID2073 | Dengue-2 NS5 capping | NTR1 ag | NTR1 ag cell count 20 µM | Siah-1 displacement | GPR55 beta-arrestin | K1F lysis inhibition | GPR55 antagonists | GPR35 arrestin U2OS | others
O=C(COC(=O)C1=COCCO1)Nc1ncc(C(F)(F)F)cc1Cl | 1.2% | 4% | 2% | 1.4 | 54 | 0% | -0.2% | 4.3% | -1% | -3%
COc1cc(C2Nc3ccccc3NC3=C2C(=O)CC(C)(C)C3)cc(OC)c1OC (stereo unspecified) | 1.6% | 7% | 8% | 1.2 | 49 | 1% | 0.3% | 0.9% | -15% | -2% | Dengue-2 NS5 capping pilot replicate=5.2
Cc1ccccc1-n1nnnc1Sc1nnnn1-c1ccccc1 | -1.1% | -3% | -37% | 0.0 | 45 | -4% | -0.1% | 0.2% | 0% | -2%
O=C1NC2(CCOc3ccccc32)C(=O)N1CC(=O)N(Cc1ccccc1)C1CCS(=O)(=O)C1 (stereo unspecified) | -3.5% | -3% | 1% | -0.7 | 77 | -1% | 0.0% | 2.3% | 7% | -1%
O=C(c1ccc(Cn2c(=S)[nH]c3cc4c(cc3c2=O)OCO4)cc1)N1CCN(c2ncccn2)CC1 | -0.2% | 41% | / | 1.8 | 58 | 1% | -0.7% | / | -1% | -5%
O=[N+]([O-])c1cccc(CSC2=NCCN2S(=O)(=O)c2ccccc2)c1 | -0.5% | 13% | 5% | 1.7 | 77 | 0% | 0.4% | 1.2%[50 µM] | 11% | 3%
Cc1ccc(NC(=O)C2C(=O)N(C)c3ccccc32)cc1 (stereo unspecified) | -2.2% | -4% | -5% | 2.8 | 89 | -3% | 0.5% | 0.0% | 15% | -3%
CC(O)C1CCC2C3CC[C@H]4CC(O)CCC4(C)C3CC3(OCCO3)C12C (stereo partly specified) | -0.8% | -6% | -4% | 1.6 | 62 | 1% | -0.1% | 0.1% | -14% | 2%
Cc1c(OCC(=O)NCCCN2CCOCC2)ccc2c3c(c(=O)oc12)CCC3 | -0.5% | 2% | -2% | -0.1 | 67 | 1% | -0.2% | -0.2% | 14% | -24%
CN(CC(=O)NCc1ccc(Cl)cc1)S(=O)(=O)c1cccc2nsnc12 | -2.5% | -2% | 4% | -0.3 | 91 | 0% | -0.1% | 0.2% | -2% | 1%
COc1ccccc1CNC(=O)c1ccc2ccccc2n1 | 3.7% | 7% | -1% | 1.7 | 48 | -1% | 0.3% | 0.1% | 7% | 6%
COc1cccc(C(=O)NCCNC(=O)c2ccc(C)nc2)c1 | 0.2% | 8% | 2% | -1.4 | 39 | 4% | 0.2% | 0.1% | -11% | -12%

Of the compounds above, these contain an aryl methoxy group.
SMILES | HIV peptide binding | AID2073 | Dengue-2 NS5 capping | NTR1 ag | NTR1 ag cell count 20 µM | Siah-1 displacement | GPR55 beta-arrestin | K1F lysis inhibition | GPR55 antagonists | GPR35 arrestin U2OS | others
COc1cc(C2Nc3ccccc3NC3=C2C(=O)CC(C)(C)C3)cc(OC)c1OC (stereo unspecified) | 1.6% | 7% | 8% | 1.2 | 49 | 1% | 0.3% | 0.9% | -15% | -2% | Dengue-2 NS5 capping pilot replicate=5.2
COc1ccccc1CNC(=O)c1ccc2ccccc2n1 | 3.7% | 7% | -1% | 1.7 | 48 | -1% | 0.3% | 0.1% | 7% | 6%
COc1cccc(C(=O)NCCNC(=O)c2ccc(C)nc2)c1 | 0.2% | 8% | 2% | -1.4 | 39 | 4% | 0.2% | 0.1% | -11% | -12%

Next part.
SMILES | HIV peptide binding | AID2073 | Dengue-2 NS5 capping | NTR1 ag | NTR1 ag cell count 20 µM | Siah-1 displacement | GPR55 beta-arrestin | K1F lysis inhibition | GPR55 antagonists | GPR35 arrestin U2OS | others
COC(=O)Cc1[nH]n(-c2ccccc2)c(=O)c1C(C)=Nc1ccccc1 | -1.8% | -5% | -11% | -0.3 | 38 | 5% | 0.2% | 0.8% | -5% | -8%
COCCOC(=O)C1=C(N)Oc2c(oc(CO)cc2=O)C1c1c(F)cccc1Cl (stereo unspecified) | -2.0% | -3% | -7% | -2.5 | 60 | 1% | -0.2% | 4.7% | 6% | -7%
COc1ccc(S(=O)(=O)NCCc2cn3cccc(C)c3n2)cc1OC | 0.3% | 42% | -3% | 2.0 | 69 | 12% | -0.3% | -1.2% | -3% | 4%
Cc1ccc(C)c(NC(=O)COC(=O)CNC(=O)c2ccccc2Cl)c1 | -2.0% | 0% | -1% | 4.4 | 58 | 4% | -0.2% | -1.4% | 9% | -14%
NC(N)=NC1=NC(=O)/C(=C/c2ccccc2-n2cccn2)S1 | 1.2% | 1% | 3% | -1.6 | 54 | 5% | -0.5% | 0.0% | 6% | 6%
CC(C)N(C)CCOC(=O)c1ccccc1Cl | 1.4% | -3% | 3% | -0.9 | 64 | 6% | 0.2% | 3.6%[50 µM] | 16% | 4%
CCCCCCN(C(=O)CCCCCN1C(=O)NC(c2ccc(-c3ccccc3)cc2)C(C(=O)OCc2ccccc2)=C1C)C(C)C(=O)NCCCC (stereo unspecified) | 2.5% | 8% | / | 0.0 | 59 | -2% | -0.1% | / | 7% | 8%
COC(=O)c1ccccc1NC(=O)Cn1c(=O)n(Cc2ccccc2)c(=O)c2c(C)c(C)sc21 | -0.4% | 13% | -5% | 6.8 | 77 | 3% | -0.3% | -2.9% | -4% | 0%
CCCS(=O)(=O)Nc1ccc(-c2cn3c(n2)SCC3)cc1 | -1.2% | 15% | -14% | 1.3 | 53 | -2% | -0.1% | 0.2% | -11% | -1%
COCCN(CCOC)C(=O)C12CCC(C)(C(=O)C1)C2(C)C (stereo unspecified) | -1.8% | -14% | -8% | -2.2 | 88 | 2% | -0.2% | 0.1% | 11% | 7%
Cc1ccc(N2CCN(C(=O)CCc3nc4ccccc4[nH]3)CC2)c(C)c1 | 1.5% | -1% | -1% | 1.1 | 52 | -2% | -0.2% | 5.1% | 14% | 19%
CC1(C)CC(=O)C2=C(C1)N1C(=C(C#N)C2c2ccc(Cl)cc2)N=C(N)c2ccccc21 (stereo unspecified) | 6.4% | -2% | 1% | 26 | 71 | 4% | 1.2% | 5.3% | 42% | -3%
COCCN1Cc2cccc(C(=O)Nc3ccc(S(=O)(=O)N4CCCCCC4)cc3)c2C1=O | 0.1% | 18% | -2% | 5.0 | 58 | -1% | -0.1% | -0.1% | 8% | 0%
COc1ccc2nc(NC(=O)C3CCCN(S(=O)(=O)c4cccs4)C3)sc2c1 (stereo unspecified) | -0.3% | -8% | -3% | -1.9 | 58 | 3% | 0.0% | 0.5% | 1% | 9%
CC(C)NC(=O)CN(Cc1ccc2c(c1)OCO2)C(=O)CCC(=O)Nc1ccccn1 | -0.2% | 2% | -2% | 1.3 | 55 | 10% | 0.2% | 0.7% | -2% | -14%
COCCNC(=S)N1CCN(Cc2ccc3c(c2)OCO3)CC1 | -0.6% | -7% | 1% | -0.4 | 60 | 1% | 0.3% | 0.7% | 8% | -24%
Cc1ccc(NC(=O)CSc2nc3[nH]ncc3c(=O)[nH]2)c(C)c1 | 1.6% | 8% | 4% | -0.4 | 90 | 2% | -0.2% | 0.1% | -11% | 2%
CCNc1nc(NC(C)CC)nc(ON=C(C)C)n1 (stereo unspecified) | -0.7% | 10% | -2% | 2.0 | 45 | 0% | -0.1% | 0.4% | 7% | 29%
Cc1ccc2c(c1)c1c(n2CC(O)CN2CCC(C)CC2)CCCC1 (stereo unspecified) | -1.2% | -21% | -6% | 2.9 | 51 | -5% | -0.3% | 1.8% | 16% | 4%
Cc1csc(NC(=O)CSCC(=O)O)c1-c1nc2ccccc2s1 | 47% | ? | 5% | -0.7 | 47 | -3% | 0.4% | -0.4% | -6% | 3%
O=C(O)CCC(=O)Nc1ccc(Br)c(Cl)c1 | 0.9% | -8% | -4% | -1.4 | 47 | -2% | -0.1% | 0.6% | 27% | 22%
CCc1ccccc1NC1=CC(=O)CC(C)(C)C1 | 1.1% | 3% | 0% | -0.3 | 35 | -5% | -0.3% | 0.5% | 4% | 12%
O=C(Nc1cccc(C(F)(F)F)c1)c1cc(-c2cccs2)on1 | 1.8% | -8% | -7% | 2.3 | 79 | 2% | -0.1% | 4.4% | 14% | 3%
Cc1occc1-c1n[nH]c(=S)n1CC(C)C | 2.1% | -2% | -2% | -1.7 | 78 | 6% | 0.0% | 0.1% | 3% | -4% | Dengue-2 NS5 capping pilot replicate=-2.4
CCC(c1nc2ccccc2c(=O)n1-c1cccnc1)N1C(=O)c2ccccc2C1=O (stereo unspecified) | 1.3% | 0% | -1% | -1.3 | 45 | -1% | -0.1% | 4.5% | 11% | -10%
CC(=O)Nc1cccc(Oc2cc(C#N)c(C#N)cc2N2CCOCC2)c1 | -1.0% | 6% | 3% | -1.0 | 54 | 0% | 0.7% | 0.0% | 1% | 3%
COc1ccccc1OCCCn1c(=O)oc2ccc(C)cc21 | 1.5% | 7% | 3% | -0.6 | 94 | -1% | -0.1% | -0.3% | 6% | -14%
NS(=O)(=O)c1cc(C(=O)N2CCNC(=O)C2)ccc1Cl | -0.9% | 10% | -14% | -0.3 | 49 | 3% | -0.1% | 0.4% | 6% | 5%
O=C(CCCc1nc2ccccc2s1)NCc1ccc(F)cc1 | -1.3% | -6% | -11% | 1.7 | 55 | 0% | -0.2% | 1.2%[50 µM] | -18% | 1%
CCOc1ccccc1Nc1nnc(SCc2ccc(C(=O)OC)o2)s1 | 1.4% | -7% | -7% | -0.8 | 69 | 5% | 0.1% | -0.6% | 5% | 2%
Cc1ccc(CN2CCN(CCCc3ccccc3)CC2CCO)cc1 (stereo unspecified) | -1.1% | 37% | -4% | -1.2 | 56 | -3% | -0.2% | -0.1% | 10% | -14%
CCCCN(C(=O)CN1C(=O)C2CC=CCC2C1=O)c1c(N)n(CCC)c(=O)[nH]c1=O (stereo unspecified) | -0.4% | 2% | -5% | 0.2 | 78 | -2% | 0.1% | 0.3% | -1% | -8% | Dengue-2 NS5 capping pilot replicate=-1.5
O=C(O)C1CCN(C(=O)CCc2ccccc2)CC1 | -1.0% | -4% | -8% | -0.1 | 51 | 1% | 0.4% | 1.1% | 14% | -7%

From PubChem BioAssay
